MKP-3 inhibition = MKP-3 phosphatase inhibitors, primary screen, biochemical, rat enzyme, in vitro (AID 425). recombinant MKP-3 phosphatase activity, fluorescence; higher % means a stronger effect. one-dose inhibition, % at 20 µM; IC50 in µM for titrated hits. actives 0.17% (n = 110,000); in the data active = inhibition above about 50%;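 note: plate controls were vehicle for no effect and reference inhibitor for full effect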
Hsp70 inhibitors = Hsp70 inhibitors, probe displacement, primary screen, biochemical, fluorescence polarization (AID 583). Hsp70 fluorescence polarization probe displacement, mP; higher % means a stronger effect. displacement, % at 20 µM, or IC50 in µM where a hit was titrated. actives 0.06% (n = 140,000); in the data active = displacement above about 50%;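 note: plate controls were vehicle for no effect and reference ligand for full effect; a part of the inactive calls stands beside numbers as strong as those of hits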
The depositor's hits bear a star; · = not tested or not shown; & = joins results of further samples. Some of the compounds tested (hit frequency here may not be typical).

Each structure is followed by: MKP-3 inhibition	Hsp70 inhibitors
CC1(C)C(=O)OC(C(=O)c2ccc(C(C)(C)C)cc2)C(C)(C)C1=O (centres undefined)
    ·	-4.2%
COc1ccc(NC(NC(=O)c2ccco2)C(=O)c2ccccc2)cc1 (centres undefined)
    0%	-0.8%
Cc1cc(NC(=O)c2noc3c2CCCC3)no1
    -4%	4.4%
CCOC(=O)C1=C(O)/C(=C/c2cc(OC)c(OC)c(OC)c2)N=C1C
    ·	7.0%
COC(=O)c1cn(CCOc2ccccc2)c2ccccc12
    1%	-4.5%
CCS(=O)(=O)C(=C(Nc1ccc(OC)cc1)Nc1ccc(OC)cc1)S(=O)(=O)CC
    8%	·
Cc1cc(I)ccc1S(=O)(=O)N1CCN(C)CC1
    3%	-1.8%
O=C1C2ON(c3ccccc3)C(c3ccc([N+](=O)[O-])cc3)C2C(=O)N1Cc1ccccc1 (centres undefined)
    0%	3.1%
CCOc1cc(/C=C2\C=C(c3ccc(Br)cc3)OC2=O)ccc1OC(C)=O
    -1%	6.1%
Cc1nn(-c2ccccc2)c(Cl)c1C(=O)Nc1nnc(C2CCCC2)s1
    5%	-2.3%
COCc1c(C(=O)OCC(=O)c2c(N)n(CC(C)C)c(=O)n(C)c2=O)oc2ccccc12
    -7%	-0.7%
c1ccc2cc(Cn3cnc4ccccc43)ccc2c1
    6%	-1.8%
COC(=O)c1c(C)oc2ccc(OC(C)=O)cc12
    3%	1.2%
COc1cc(OC)cc(C(=O)N(C(=O)c2cc(OC)cc(OC)c2)c2ncccc2C)c1
    2%	-3.6%
O=C(Nc1ccc(S(=O)(=O)NC(=O)C2CCCCC2)cc1)c1cccc(Br)c1
    -3%	5.3%
CCC(C)NC(=O)CN(c1ccc(OC)cc1)S(=O)(=O)c1ccc(NC(C)=O)cc1 (centres undefined)
    7%	-2.5%
CCCCSc1nnc(-c2ccc(NC(=O)CCc3ccccc3)cc2)n1C
    ·	-5.2%
COc1cc(C2C(C#N)=C(N)Oc3cc(C)n(CCc4ccccc4)c(=O)c32)cc2c1OCO2 (centres undefined)
    -3%	4.8%
CC(=O)c1c(C(C)=O)c(C)n(Cc2ccccc2)c1C
    -1%	-2.7%
COc1ccc(CN2CCN(C(=O)CC(C)C)CC2)cc1OC
    -14%	-2.3%

Each structure is followed by: MKP-3 inhibition	Hsp70 inhibitors
N#CC1=C(N)Oc2n[nH]c(-c3ccncc3)c2C1c1ccsc1 (centres undefined)
    -8%	3.4%
Cc1cccc(OCC(=O)Nc2ccc(Nc3ccccc3)cc2)c1
    5%	3.2%
CC(=O)NC1(C(F)(F)F)C(=O)N(Cc2ccccc2)C2=C1C(=O)CC(C)(C)C2 (centres undefined)
    ·	8.4%
CC1(C)CC(=O)C2=C(C1)N(Cc1ccco1)C(=O)C2(NC(=O)c1ccc(Cl)cc1Cl)C(F)(F)F (centres undefined)
    ·	-5.1%
CCOC(=O)CCNc1n[nH]c(=O)[nH]c1=O
    3%	-0.3%
CCOc1ccc(NC(=O)C2=C(C)NC(=O)NC2c2cccc(OC)c2OC)cc1 (centres undefined)
    4%	-3.1%
CCOc1ccc(NC(=O)c2ccc(N)cc2)cc1
    1%	-3.2%
CCCCS(=O)(=O)CC(O)COc1ccccc1 (centres undefined)
    0%	5.1%
Cc1cc(Oc2ccccc2F)nc(NCc2ccccc2)n1
    ·	1.6%
CCc1ccc(NC(=O)CSc2nnc(-c3cccs3)n2CC)cc1
    ·	-0.9%
COc1ccc(C(=O)NCCCN2CCOCC2)cc1Br
    3%	0.7%
CCOC(=O)C1CCCN(C(=O)C2CC(=O)N(c3ccc(C)cc3)C2)C1 (centres undefined)
    -2%	2.3%
O=C(NC1CCCCCC1)c1ccc(N2CCCC2=O)cc1
    -8%	-1.5%
O=C(CSc1nc(-c2cccs2)cc(C(F)(F)F)n1)NCc1ccco1
    ·	2.7%
Cc1cccc(-c2nc(CSCC(=O)N3CCN(c4ccccn4)CC3)c(C)o2)c1
    ·	0.6%
Cc1ccc(C)c(S(=O)(=O)Nc2ccc(S(=O)(=O)Nc3onc(C)c3C)cc2)c1
    6%	2.2%
CCN(CC)CCOC(=O)c1ccc(O)c(OC)c1
    0%	-8.2%
COc1ccc(/C=C/C(=O)c2ccc(Br)cc2)cc1[N+](=O)[O-]
    6%	·
CCCC(c1nnnn1C1CCCCC1)N1CCN(C2CCCC2)CC1 (centres undefined)
    0%	-0.7%
NC(=O)c1cc(Cl)cn(-c2ccccc2)c1=O
    -3%	4.8%

Each structure is followed by: MKP-3 inhibition	Hsp70 inhibitors
CCCCCCCn1c(NCCO)nc2ccccc21
    -1%	-4.5%
CSc1nc(NC(N)=O)c2c3c(sc2n1)CC(C(C)(C)C)CC3 (centres undefined)
    -1%	-2.2%
O=C(c1cc(Cl)ccc1Cl)N1CCN(c2ccccn2)CC1
    -5%	1.5%
O=C(Nc1cccnc1)c1cn(-c2ccccc2)nc1-c1cccs1
    -9%	1.4%
CC(=O)Nc1ccc(C2(O)COc3ccccc3O2)cc1 (centres undefined)
    0%&0%	4.9%&0.1%
COc1ccc(NC(=O)CSc2nnc(-c3ccccn3)n2Cc2ccco2)cc1OC
    ·	0.2%
CCOC(=O)c1ccc(-c2ccccc2)cc1
    0%	-2.4%
COc1cccc(C2CC(C(F)(F)F)n3ncc(C(=O)O)c3N2)c1 (centres undefined)
    -6%	-2.1%
COc1cc(-c2nnc3sc(-c4cccnc4)nn23)cc(OC)c1OC
    2%	2.4%
COCCCNS(=O)(=O)c1ccc2c(c1)OCCO2
    -8%	2.5%
Cc1nc2ccc(S(=O)(=O)Nc3ccccc3C)cc2s1
    -2%	-6.1%
COc1cccc(Cn2nnc(C(=O)Nc3cc(C)ccc3OC)c2N)c1
    -1%	1.3%
Cc1ccc(SCCNC(=O)c2ccccc2)cc1
    -4%	-5.1%&-0.7%
Cc1ccccc1NCn1c(=S)oc2ccccc21
    2%	1.8%
CCOC(=O)c1cnn2c(C)c(C(C)=O)cnc12
    0%	4.4%
Cc1nonc1NC(=O)Nc1cccnc1
    -5%	0.4%
O=C(Nc1cc(Cl)cc(Cl)c1)c1ccc(S(=O)(=O)N2CCCCC2)cc1
    -1%	-3.1%
CC(C)OC(=O)c1c(N)sc2c1CCCCC2
    1%	-4.7%
CC1(C)CC(=O)c2c(nc3ccccc3c2N)C1
    -8%	9.8%
COc1ccc(OC)c2sc(NC(=O)C3=COCCO3)nc12
    2%	-0.1%

Each structure is followed by: MKP-3 inhibition	Hsp70 inhibitors
N#Cc1ccccc1-n1c(N)c(C(=O)N2CCCC2)sc1=S
    8%	-1.6%
CCN1C(=O)C(O)(C2COC(C)(C)CC2=O)c2cc(Br)ccc21 (centres undefined)
    2%	3.1%
Cc1cn(C2C=CC(CO)O2)c(=O)[nH]c1=O (centres undefined)
    ·	11%
COc1ccc(NC(=O)Nc2ccccc2OC)cc1
    0%	-0.6%&-1.7%
COc1ccc(OC)c(C2C(C(C)=O)=C(O)C(=O)N2c2ccc(O)cc2)c1 (centres undefined)
    -8%	7.1%
Clc1ccc(Cn2ncc3c(N4CCCCC4)ncnc32)cc1
    -15%	2.7%
CCOC(=O)NC(=O)CSc1nnnn1-c1ccc(Cl)cc1
    6%	1.2%
CC(C)Nc1nc(NC(N)=S)nc(NC(C)C)n1
    3%	-1.7%
CC(C)c1cc(NCCN2CCOCC2)n2c(nc3ccccc32)c1C#N
    0%	-0.9%
CCc1oc(C(=O)O)cc1CN(CC)CC
    -2%	3.7%
Cc1onc(-c2ccccc2)c1C(=O)Nc1sc2c(c1C(N)=O)CCCC2
    1%	3.8%
O=C(O)c1cc(/C=N\O)ccc1OCc1ccccc1
    0%	6.2%
COC(=O)[C@H](C)NC(=O)Nc1ccc(C)c(C)c1
    -3%	-1.6%
Cc1ccccc1Cn1c(=O)n(CCC(=O)NCc2ccc3c(c2)OCO3)c(=O)c2ccccc21
    ·	-1.6%
C=C(C)c1cccc(C(C)(C)NC(=O)Nc2ncccn2)c1
    -6%	2.1%
COc1ccc(Cl)cc1NC(=O)CCCN1C(=O)CCC1=O
    ·	1.5%
CCOC(=O)Cc1nnc(Nc2ccc(C)cc2C)c2ccccc12
    2%	-1.9%
CC(C)C12CN3CC(C(C)C)(CN(C1)C3c1ccccc1)C2O (centres undefined)
    -7%	-5.3%
CN1C(=O)NC(=O)/C(=C\c2cc(Cl)c(OCc3ccc(F)cc3)c(Cl)c2)C1=O
    7%	-0.5%
O=C(OCC(=O)N1CCCCC1)c1c[nH]c(=O)[nH]c1=O
    -4%	-0.8%

Molecule | MKP-3 inhibition | Hsp70 inhibitors
Cc1ccc(NC(=O)c2ccc(Cl)cc2Cl)c([N+](=O)[O-])c1 | -2% | -3.1%
COc1ccc(C(=O)N2CCN(Cc3cc(OC)c(OC)cc3OC)CC2)cc1 | 3% | -2.9%
O=C(O)C(=O)/C(=C\c1ccccc1)c1ccc2ccccc2n1 | · | -3.8%
COc1ccc(OCCC(=O)OCC(=O)NCc2ccco2)cc1 | -7% | 2.1%
Cc1cc(C)cc(OCCCCNC(C)(C)C)c1 | 0% | 6.5%
CCOc1cccc(NC(=O)c2ccc(S(=O)(=O)N(C)C)cc2)c1 | 2% | -6.5%
O=C1CC(c2ccccc2)Sc2ccccc2N1 (centres undefined) | 1% | -0.3%
COc1ccccc1/C=C1\SC(N2CCCC2)=NC1=O | 2% | 2.6%
COc1ccc(C2C(C(=O)Nc3ccccc3OC)=C(C)Nc3nnnn32)c(OC)c1 (centres undefined) | 3% | -0.8%
CC(C)(Oc1ccc(Br)cc1)C(=O)N1CCc2ccccc21 | · | -3.3%
CC1(C)CC(NS(=O)(=O)c2cccc([N+](=O)[O-])c2)CC(C)(C)N1 | 2% | -0.8%
O=C(Nc1ccc(N2CCCCC2)cc1)c1ccccc1 | 4% | -1.5%
COc1ccc(NC(=O)Nc2ccc(OC)cc2)cc1 | · | 0.3%
COc1ccc(/C(O)=C2/C(=O)C(=O)N(CCCN(C)C)C2c2ccccc2)cc1Cl (centres undefined) | 1% | 0.2%
O=C(O)CN1C(=O)SC(Nc2ccccc2C(=O)O)C1=O (centres undefined) | · | 3.2%
N#Cc1c(SCC(N)=O)nc2c(c1-c1ccc(O)cc1)CCCC2 | -14% | 2.0%
CCOC(=O)c1[nH]c(C)c(/C=N/O)c1C | -5% | 7.6%
COc1ccc(S(=O)(=O)N(CCc2ccccc2)CC(=O)Nc2ccccc2Cl)cc1 | 3% | -1.7%
CCOc1ccccc1C1NC(=O)NC(C)=C1C(=O)OCc1ccco1 (centres undefined) | -8% | 0.3%
CCn1nc(C)c(NC(=O)/C=C/c2ccc(OC)c(COc3ccc(Br)cc3)c2)c1C | · | 2.7%

Quoted at random: 2 compounds from above, in no set order.
Molecule | MKP-3 inhibition | Hsp70 inhibitors
O=C(Nc1ccc(N2CCCCC2)cc1)c1ccccc1 | 4% | -1.5%
O=C(O)C(=O)/C(=C\c1ccccc1)c1ccc2ccccc2n1 | · | -3.8%

Ordered by number of heavy atoms (falling): part of the list above
Molecule | MKP-3 inhibition | Hsp70 inhibitors
CCn1nc(C)c(NC(=O)/C=C/c2ccc(OC)c(COc3ccc(Br)cc3)c2)c1C | · | 2.7%
COc1ccc(/C(O)=C2/C(=O)C(=O)N(CCCN(C)C)C2c2ccccc2)cc1Cl (centres undefined) | 1% | 0.2%
CCOc1cccc(NC(=O)c2ccc(S(=O)(=O)N(C)C)cc2)c1 | 2% | -6.5%
CC(C)(Oc1ccc(Br)cc1)C(=O)N1CCc2ccccc21 | · | -3.3%
O=C(Nc1ccc(N2CCCCC2)cc1)c1ccccc1 | 4% | -1.5%
COc1ccccc1/C=C1\SC(N2CCCC2)=NC1=O | 2% | 2.6%
CCOC(=O)c1[nH]c(C)c(/C=N/O)c1C | -5% | 7.6%

Further results:
Molecule | MKP-3 inhibition | Hsp70 inhibitors
O=c1cc(-c2ccccc2)nc2cc(-c3ccc(F)cc3)[nH]n12 | 3% | -3.8%
Cn1c(=O)c(=O)n(C)c2cc(S(=O)(=O)Nc3ccc(OC(F)(F)F)cc3)ccc21 | · | 7.9%
CC1(C)C(c2ccccc2)=NC(c2ccccc2O)N1O (centres undefined) | 0% | -12%
CCOC(=O)c1sc(N/N=C/c2ccccc2)nc1C | 3% | -0.6%
Oc1cccc(/C=N/Nc2nc(N3CCCC3)nc(N3CCCC3)n2)c1 | 1% | 1.5%
Cc1ccc(N2NC(=O)/C(=C/c3ccc(Cl)cc3)C2=O)cc1 | -2% | 1.2%
CC1CCN(C(=O)CSc2nnc(CNC(=O)c3ccco3)o2)CC1 | 1% | ·
COCC(=O)N(C)c1nnc(-c2ccccn2)s1 | -2% | 2.0%
CN(C(=O)c1cccnc1)c1nnc(-c2ccccn2)s1 | -1% | -3.8%
COc1ccccc1-c1cc(C(=O)NCCN2CCOCC2)no1 | -3% | 5.2%
O=C(NCC(=O)N1CCN(c2ncccn2)CC1)c1cccs1 | · | 1.0%
Cc1cc(NC(=O)C2CCCCC2C(=O)O)no1 (centres undefined) | -10% | 2.3%
CCOC(=O)c1c(N2CCNCC2)c2ccccc2[nH]c1=O | 4% | -3.3%
Clc1ccc(-n2ncnc2-c2ccc(Cl)cc2Cl)cc1 | 22% | -4.1%
O=C(CCN1C(=O)COc2ccccc21)NCc1cccs1 | 3% | 0.3%
COc1cccc(N(CC(=O)O)S(=O)(=O)c2ccccc2)c1 | -8%&0% | -2.0%&0.8%
COc1cc(C2Nc3ccc(C(=O)c4ccccc4)cc3NC3=C2C(=O)CCC3)cc(OC)c1OC (centres undefined) | 3% | -0.8%

From PubChem BioAssay
